# Tau ThT inhib: qHTS for Inhibitors of Tau Fibril Formation, Thioflavin T Binding. Microtubule-associated protein tau (Homo sapiens), P10636. recombinant tau K18 P301L (four-repeat tau fragment), heparin-induced fibrillization, ThT fluorescence. Potency, µM (highest dose often 57.4 µM), for inactives: at the top dose activity, negative = inhibition, usual class: inhibitors. 270,000 tested, 2.1% active. AID 1460, 2008; also: % is scaled to controls: 0 for no effect and ±100 for the full control effect; nearly all actives have a fitted effect of over 55% in size
# Target sequence (P10636 561-689 P618L limits assumed): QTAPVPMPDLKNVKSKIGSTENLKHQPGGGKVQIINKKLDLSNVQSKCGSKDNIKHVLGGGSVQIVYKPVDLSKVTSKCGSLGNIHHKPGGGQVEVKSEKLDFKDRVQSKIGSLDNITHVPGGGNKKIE
#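 K18 P301L tau (15 uM + 0.24 uM Alexa 594-tagged), heparin 20 uM, NaOAc pH 7, 6 h 37 C; ThT 30 uM, 1 h RT, ex 450/em 510 nm.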
# KinaseGlo FLuc: Counterscreen for Luciferase (Kinase-Glo TM) Inhibition | 200,000 tested, 0.28% active | Luciferin 4-monooxygenase (Photuris pensylvanica), Q27757 | Kinase-Glo luciferase, ATP luminescence, 8 min | Potency, µM (highest dose often 38.3 µM), for the others: at the highest dose activity change, negative = inhibition, usual class: inhibitors; also: % is scaled to controls: 0 for no effect and ±100 for the full control effect; nearly all actives have a fitted effect of over 60% in size
#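 Luminescence was the read-out, taken after 8-minute incubation at ambient temperature. Luciferase turned over luciferin with 10 uM ATP in imidazole pH 7.2 buffer containing KCl, MgCl2, Tween 20 and BSA.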
# ALDH1A1 block: qHTS Assay for Inhibitors of Aldehyde Dehydrogenase 1 (ALDH1A1) | Purified ALDH1A1, NADH fluorescence, propionaldehyde substrate | Potency, µM (doses to about 75.3 µM), without a hit: at the highest dose activity, negative = inhibition, usual class: inhibitors | AID 1030, 2008 | Aldehyde dehydrogenase 1A1 (Homo sapiens), P00352 | 220,000 tested, 7.3% active; active = well fitted inhibition curve with a large enough effect, not every such curve was filed as active; inconclusive = small, poorly fitted or top-dose-only effect, or another doubt; inactive = no such curve, though single readings can be large or run the other way;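 also: plate controls were no enzyme wells and a reference inhibitor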
# RECQ1 helicase: qHTS Assay for Inhibitors of RecQ-Like Dna Helicase 1 (RECQ1); ATP-dependent DNA helicase Q1 (Homo sapiens), P46063; RECQ1 DNA unwinding, red fluorescence kinetic read; Potency, µM (top dose mostly 57.3 µM), for inactives: at the top dose activity, negative = inhibition, hits mostly inhibitors; 240,000 tested, 0.54% active;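 also: plate controls were vehicle for no effect and no enzyme for full effect; nearly all actives have a fitted effect of over 30% in size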
# Target sequence (P46063 whole entry, looked up): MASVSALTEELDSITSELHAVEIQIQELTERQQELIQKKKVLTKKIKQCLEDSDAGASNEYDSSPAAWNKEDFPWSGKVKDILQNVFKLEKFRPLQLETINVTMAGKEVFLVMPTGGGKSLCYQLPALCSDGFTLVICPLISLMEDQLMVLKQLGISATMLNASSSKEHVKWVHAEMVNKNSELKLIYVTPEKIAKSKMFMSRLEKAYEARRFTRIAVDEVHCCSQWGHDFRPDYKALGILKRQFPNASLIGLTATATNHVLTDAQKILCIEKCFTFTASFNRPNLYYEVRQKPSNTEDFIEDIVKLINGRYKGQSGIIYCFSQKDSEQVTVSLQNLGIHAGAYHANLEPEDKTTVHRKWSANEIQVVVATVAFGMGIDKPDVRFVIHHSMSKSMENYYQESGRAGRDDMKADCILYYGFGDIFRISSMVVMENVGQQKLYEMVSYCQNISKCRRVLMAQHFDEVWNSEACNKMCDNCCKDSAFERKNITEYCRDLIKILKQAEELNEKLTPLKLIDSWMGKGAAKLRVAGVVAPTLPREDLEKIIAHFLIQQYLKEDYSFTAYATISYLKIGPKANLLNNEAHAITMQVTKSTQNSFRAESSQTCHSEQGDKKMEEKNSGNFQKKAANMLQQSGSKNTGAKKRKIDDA
#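 50 nM RECQ1T1 preincubated 15 min with compound in Tris pH 8.0 buffer with MgCl2, DTT, Tween-20 and 2.5 ug/ml poly(dI-dC); started with 200 nM TAMRA/BHQ-2 forked duplex and 2 mM ATP. Unwinding read as fluorescence (525/598 nm), two reads 2 h apart.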
# LMNA splice mod: qHTS Assay for Modulators of Lamin A Splicing; Potency, µM (top dose mostly 46.1 µM), inactives show at the top dose ratio change, negative = inhibition, actives largely listed as inhibitors; HeLa LMNA splicing GFP/RFP minigene ratio, 48 h; AID 1487, 2009; 200,000 tested, 0.01% active; active = well fitted inhibition curve with a large enough effect in the signal ratio, with a control signal flat, not every such curve was filed as active; inconclusive = small, poorly fitted or top-dose-only effect, or effect the other way, or a change in a side signal; the % refers to the signal ratio; also: % is scaled to controls: 0 for no effect and ±100 for the full control effect
#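 Read-out is the ratio of GFP to DsRed2 object intensity, acquired by 488 nm laser-scanning cytometry on HeLa lamin A-EGFP minigene reporter cells. Compound incubation 48 hrs at 37 °C in Opti-MEM with 2% FBS; DMSO 0.5% final.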
# SMN2 splice enh: qHTS Assay for Enhancers of SMN2 Splice Variant Expression; HEK293 SMN2-luciferase splicing reporter, luminescence, 30-36 h; 210,000 tested, 2.8% active; Potency, µM (doses to about 46.1 µM), inactives show at the highest dose activity change, positive = activation, hits mostly activators; also: % of control where 0% means no effect; nearly all actives have a fitted effect of over 55% in size
#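 HEK293 cells carry an SMN2 […]–luciferase reporter in which exon 7 inclusion puts luciferase in frame. Cells were plated 10-12 h before compound addition, then incubated 30-36 h at 37C. ONE-Glo luminescence was read; sodium butyrate at 4.5 mM final served as control.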
# L3MBTL1 block: qHTS Assay for the Inhibitors of L3MBTL1 | Lethal(3)malignant brain tumor-like protein 1 (Homo sapiens), Q9Y468 | AlphaScreen L3MBTL1–H3K9me1 peptide binding | Potency, µM (titrated, usually from 57.1 µM), inactives show at the top dose activity, negative = inhibition, most hits filed as inhibitors | 230,000 tested, 0.66% active | AID 485360, 2010; also: % is scaled to controls: 0 for no effect and ±100 for the full control effect; nearly all actives have a fitted effect of over 60% in size
#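 Displacement of a biotinylated histone H3(1-15) peptide monomethylated at Lys9 (75 nM) from L3MBTL1 (50 nM) was measured by AlphaScreen after a 30 min room-temperature compound incubation; cefsulodin titration served as intraplate control.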
# JMJD2E inh: qHTS Assay for Inhibitors of Human Jumonji Domain Containing 2E (JMJD2E). Lysine-specific demethylase 4E (Homo sapiens), B2RXH2. JMJD2E catalytic domain, FDH-coupled NADH fluorescence (FDH is formaldehyde dehydrogenase). Potency, µM (highest dose often 57.1 µM), for the others: at the top dose activity change, negative = inhibition, usual class: inhibitors. 230,000 tested, 1.6% active. AID 2147, 2009; active = well fitted inhibition curve with a large enough effect, not every such curve was filed as active; inconclusive = small, poorly fitted or top-dose-only effect, or another doubt; inactive = no such curve, though single readings can be large or run the other way;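 also: 0% = wells with enzyme and -100% = buffer wells without enzyme; nearly all actives have a fitted effect of over 50% in size; many of its hits are not listed in these tables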
# The depositor's hits bear a star; i = inactive; u = inconclusive; x = not tested or not shown; [ ] = dose if it differs, or a comment. Unless noted, calls follow the shape of the dose curve; as a rule, active = well fitted curve in the direction sought with a large enough effect; inconclusive = small, poorly fitted or top-dose-only effect, or another doubt; inactive = no such curve, though single readings can be large; an effect the other way counts as inactive or inconclusive. Potency is read from the fitted curve at half-maximal effect. A portion of the library; count on the stated rates, not on these rows.
structure,Tau ThT inhib,KinaseGlo FLuc,ALDH1A1 block,RECQ1 helicase,LMNA splice mod,SMN2 splice enh,L3MBTL1 block,JMJD2E inh
C=CCn1c(=O)/c(=C/c2cc(OC)c(OC)c(OC)c2)s/c1=C(/C#N)c1nc2ccccc2n1C,u,-2%,1.4µM*,-23%,-3%,-25%,-6%,-2%
CC(C)OCCCNC(=O)Cc1ccc(F)cc1,1%,-1%,3%,i,u,17%,-2%,1%
CN1CCN(C(=O)C23CC4CC(C)(CC(C)(C4)C2)C3)CC1,u,x,x,-10%,x,x,-7%,6%
COc1cc(/C=N\NC(=O)c2ccc(C)nc2)ccc1OC(=O)c1ccc2c(c1)OCO2,-4%,0%,u,-9%,x,1%,x,u
COc1ccc(-n2c(SCC#N)nnc2-c2ccc(NS(=O)(=O)c3ccc(C)cc3)cc2)cc1,-9%,1%,u,-10%,25%,8%,-9%,-7%
O=S(=O)(c1ccc(Cl)cc1)N1CCNCC1,u,1%,8%,-4%,-8%[46 µM],3%,-4%,10%
CCCCCCC(=O)Nc1nc(C)c(-c2csc(Nc3cc(OC)ccc3OC)n2)s1,u,0%,-5%,i,5%,-32%[inhibitor],-18%,-21%
CC(C)(C)C(=O)NC(=S)NNC(=O)c1ccc(-c2ccccc2)cc1,u,3%,-1%,i,u,-86%[inhibitor],-8%[11.4 µM],u
COc1ccc(-c2nnc3n(CCc4ccccc4)c(=O)c4ccccc4n23)cc1OC,u,x,1.8µM*,-10%,-17%,x,1%,0%
Cc1cccc(NC(=O)c2ccco2)c1C(=O)O,-5%,x,1%,-10%,x,x,2%,u
COC(=O)c1ccsc1NC(=O)CSc1nnnn1-c1ccccc1SC,-15%,0%,0.13µM*,9%,2%,-51%[inhibitor],-5%[11.4 µM],-4%
Cc1ccc(NC(=O)CN2C(=O)CSC2=O)cc1,-5%,4%,u,-1%,-2%,-38%[inhibitor],2%,9%
CC(C)CCNC(=O)CN(C(=O)Cn1nnc(-c2ccccc2F)n1)c1cccc2c1CCCC2,u,-3%,u,-13%,5%,-3%,-4%,-2%
Cc1ccc(/C=C2\S/C(=N/S(=O)(=O)c3cccs3)NC2=O)cc1,-20%,x,x,3%,x,x,-7%,-3%
Cc1ccccc1-c1nc(NCc2cccnc2)c2ccccc2n1,-10%,-4%,22µM*,-14%,-4%,-48%[inhibitor],x,u
O=C1c2ccccc2S(=O)(=O)N1CC1CC(c2ccccc2)=NO1 (configuration not stated),-11%,8%,u,-15%,1%,14%,7%,-2%
COc1ccc2oc(=O)c(C(=O)N3CCN(c4ccccc4)CC3)cc2c1,-16%,-4%,-15%,-8%,-2%,15%,3%,-18%
COCC1CCCCN1Cc1cn[nH]c1-c1ccc2cc(OC)ccc2c1 (configuration not stated),-16%,0%,5%,4%,-2%[46 µM],x,-10%,-7%
O=C(O)c1cccc(COCC(F)(F)C(F)F)c1,-3%,14%,16%,i,-6%,4%,1%,-3%
CC1(C)Cc2nc3sc(C(=O)NCCCO)c(N)c3cc2CO1,-13%,x,x,1%,x,x,9%,-4%
O=C(NC(=S)N(Cc1ccccc1)c1ccccn1)C1CCCCC1,-15%,-9%,u,-5%,1%,-2%[1.84 µM],-3%,u
Cc1cccc[n+]1C1C(c2ccc([N+](=O)[O-])cc2)C(C#N)=C(C(=C=[N-])C#N)NC1(O)C1CC1 (configuration not stated),u,-2%,4%,-24%,u,6%,22%,13µM*
N#CCCn1c(SCC(=O)N2CCN(S(=O)(=O)c3ccccc3)CC2)nc2ccccc21,-12%,-2%,-11%,-4%,5%,-1%,4%,-3%
Cc1cc2ccccc2n1CCNC(=O)Cc1cccc2ccccc12,u,0%,u,i,-12%,-13%,-5%,u
Cc1oc(-c2cccs2)nc1CN1CCN(CCC(C)C)C(CCO)C1 (configuration not stated),-1%,0%,u,i,x,-2%,u,3%
Cc1ccc(S(=O)(=O)N2CCN(C(=O)CCC(=O)NCCc3ccc(S(N)(=O)=O)cc3)CC2)c(C)c1,9%,-2%,-1%,-13%,u,15%,-27%,-8%
CC12CC3(C)CC(C)(C1)CC(C(=O)NC(=S)N1CCCC1)(C2)C3,-11%,1%,8%,-2%,x,-18%,x,-4%
Cc1cc(=O)oc2cc(NC(=S)NCc3cccnc3)ccc12,-4%,1%,u,i,x,10%,-1%,u
O=C(CSc1nccc(=O)[nH]1)Nc1ccccc1Sc1ccccc1,0%,0%,-8%,i,-3%[46 µM],1%,6%,1%
Cc1cccc2cc(C(c3nnnn3C(C)(C)C)N(Cc3ccco3)CC3CCCO3)c(=O)[nH]c12 (configuration not stated),-15%,-3%,10%,-8%,8%,-25%,u,-6%
CCOc1cnc(C(=O)NNC(=O)c2ccccc2Br)o1,-2%,-1%,3%,1%,-3%[46 µM],5%,9%,-1%
O=C(Cc1ncc(C(F)(F)F)cc1Cl)N1CCN(c2cccc(Cl)c2)CC1,u,4%,6%,5%,-14%,-10%,-9%,8%
O=C(CCC1CCCC1)N1CCC(N2CCN(c3ccccc3)CC2)CC1,u,-1%,u,-10%,-6%,1%,x,u
CCn1c(CC(=O)Nc2ccc(C)c(Cl)c2)nnc1SCc1ccc(Cl)c(Cl)c1,2%,-2%,4%,-2%,-4%,24%,0%,5%
Cc1nn(Cc2ccccc2)c(C)c1NC(=O)CCC(=O)O,-2%,1%,6%,2%,-14%,10%,15%,4%
C=CCn1cccc(/C=C/C(=O)c2ccc(C(C)(C)C)cc2)c1=S,20µM*,-2%,u,-17%,u,-104%[inhibitor],28µM*,-6%
Clc1ccc(-c2cn3cccnc3n2)cc1,-4%,-8%,u,-7%,-3%,-5%,x,u
CCCn1c(C)cc(C(=O)COC(=O)c2ccc(Cl)c(S(=O)(=O)N3CCCC3)c2)c1C,-13%,-2%,-7%,-7%,-5%,-20%,-2%,-8%
CN(C)C(=O)CCSc1nnc(-c2ccncc2)o1,1%,4%,5%,-12%,x,2%,x,3%
C=CCSc1nc2sc3c(c2c(=O)[nH]1)CCC3,2%,-1%,0%,i,u,-10%,0%,4%
COc1ccc(/C=N/Nc2nc3ccccc3s2)cc1O,13µM*,-9%,-4%,-4%,u,17%,x,-30%
CCCCc1nc(S(=O)(=O)c2ccc(Cl)cc2)c(N2CCOCC2)o1,u,2%,u,-5%,-2%,14%,19%[11.4 µM],u
COCC(C)n1c(C)cc(C(=O)CSc2nnc(N)s2)c1C (configuration not stated),-13%,-4%,3%,i,2%,u,x,10%
CCCOC(=O)CSC1=C(C#N)C(c2ccccc2Cl)CC(=O)N1 (configuration not stated),-13%,0%,u,u,u,-26%,x,-5%
CC(C)N1C2OC(C3OC4C(O3)N(C(C)C)S(=O)(=O)N4C(C)C)OC2N(C(C)C)S1(=O)=O (configuration not stated),-1%,-1%,-4%,3%,6%,2%,x,-5%
O=C(Nc1nc2ccccc2s1)c1cc(-c2ccccc2)nn1-c1ccccc1,u,-2%,u,-16%,u,84%,-11%,2%
Cc1ccsc1/C=N/NC(=O)c1cc(-c2ccncc2)nc2ccccc12,u,-4%,u,-2%,u,-33%[inhibitor],-3%,3%
Cc1ccccc1OCC1CN(CN2CCOCC2)C(=O)O1 (configuration not stated),-5%,-2%,3%,1%,2%,-1%,-6%,33%
CCn1cc(Cl)c(C(=O)Nc2cc(C(=O)OC)cc(C(=O)OC)c2)n1,6%,-1%,4%,i,x,-9%,12%,u
O=C(CSc1nnc(-c2ccc(NS(=O)(=O)c3ccccc3)cc2)o1)NCC1CCCO1 (configuration not stated),-9%,13%,-2%,-5%,u,9%,3%,-7%
O=C(COC(=O)c1cc(S(=O)(=O)N2CCOCC2)cs1)c1ccccc1,16%,-2%,-3%,-6%,-9%,-12%,6%,2%
COC(=O)c1cn(C)c2ccc(S(=O)(=O)N3CCCCC3)cc2c1=O,-13%,-3%,-2%,3%,u,3%,3%,u
O=S(=O)(NCC(c1cccnc1)N1CCN(c2ccccc2F)CC1)c1cccs1 (configuration not stated),7%,3%,u,i,-12%,-10%,1%,0%
Cc1ccccc1Nc1nc(=O)c2cc([N+](=O)[O-])ccc2s1,-5%,x,u,3%,3%,x,23%,-6%
COc1ccc(-c2cc(C(=O)O)nc3ccc4ccccc4c23)cc1OC,5%,9%,u,-7%,u,15%,x,u
CCOC(=O)Nc1cc(Br)c2c(c1)OCCO2,-14%,0%,2%,-4%,-7%,x,x,-2%
O=C(NC(=S)N(Cc1ccccc1)c1ccccn1)C1CC1,u,-1%,u,-5%,-5%,1%,4%,u
CCCCCOc1ccc(CSc2n[nH]c(C)n2)cc1,9%,0%,-2%,0%,x,x,-4%,1%
Cc1cnc(CNc2ccnc(-c3ccc(N(C)C)cc3)n2)cn1,-7%,-4%,u,0%,15%,1%,x,-27%
COc1ccc2cc(CN(CCCN3CCOCC3)Cc3nnnn3C3CCCCC3)c(=O)[nH]c2c1,-12%,-5%,13µM*,0%,14%,15%,0%,u
CCc1nc(SCC#N)c(C#N)cc1C,12%,3%,-1%,i,x,2%,65%[activator],-7%

# Source: PubChem
